From PubChem
KKLEB cytotox: CF airway cell cytotoxicity counter-screen. KKLEB CF airway cells viability, ATPlite luminescence, overnight; active compounds read low; cells stimulated with P. aeruginosa culture filtrate. activity change (cytotoxicity), % at 5 µM. hit rate 0.36% among 360,000. AID 602141;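 active = corrected activity change at or below -50% at 5 µM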
NCOA1 inh: inhibits human SRC1 coactivator; Q15788; HEK293 GAL4-SRC1 luciferase reporter, luminescence; inhibition, % at 3.6 µM; hit rate 0.12% among 360,000; AID 588354;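 active = inhibition above the campaign mean plus 3 SD, with each screening campaign given its own cutoff, cut at about 60% in these data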;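 note: 0% = DMSO treated cells and 100% = gossypol at 36 µM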
CF NFkB inh: blocks PAF-induced NF-kB reporter in cystic fibrosis cells | KKLEB NF-kB-GFP reporter, GFP fluorescence overnight | hit rate 0.86% among 360,000 | inhibition, % at 5 µM;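 active = at least 50% inhibition at 5 µM, scaled per plate between neutral and stimulator controls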;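 note: PAF is a Pseudomonas aeruginosa culture filtrate used as stimulus; plate controls were PAF-stimulated DMSO wells for no effect and unstimulated DMSO wells for full effect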
NCOA3 inh: human NCOA3 inhibition; Q9Y6Q9; HEK293 GAL4-SRC3 luciferase reporter, luminescence; inhibition, % at 3.6 µM; hit rate 0.17% among 360,000; AID 588352;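 active = inhibition above a per-campaign cutoff, the mean of all compounds plus 3 SD, cut at about 60% in these data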;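 note: 0% = DMSO-treated cells and 100% = gossypol-treated cells at 36 µM; higher means less SRC3-driven luciferase light from the GAL4 reporter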
NR5A2 inv ag: NR5A2 inverse agonism in reporter assay; HEK293T StAR-luciferase reporter, LRH-1 transfected, 24 h; hit rate 0.13% among 360,000; O00482; inhibition, % at 3.6 µM;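 active = inhibition above the mean inhibition of all tested compounds plus 3 SD, cut at about 73% in these data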;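 note: 0% = DMSO wells and 100% = reporter-only cells lacking LRH-1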
COUP-TFII inh: blocks human COUP-TFII nuclear receptor; inhibition, % at 8.6 µM; hit rate 0.7% among 370,000; HEK293T NGFI-A luciferase reporter, luminescence; P24468;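 active = inhibition above a per-plate cutoff, mean inhibition of test wells between control levels plus 3 SD, cut at about 38% in these data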;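 note: cells cotransfected with COUP-TFII expression vector driving the NGFI-A reporter; 0% = median of COUP-TF2 test wells and 100% = reporter-only cells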
EBV LMP1 NFkB: inhibitors of Epstein-Barr LMP1-induced NF-kappaB reporter; inhibition, % at 12.5 µM; hit rate 0.69% among 350,000; LMP1-induced NF-kappaB luciferase reporter cells, luminescence; in the data active = inhibition above about 41%;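 note: 0% = neutral control wells and 100% = reference inhibitor control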
Shn3 3UTR inh: inhibitors of Schnurri-3 3'UTR reporter in osteoblasts; Clone20 osteoblast Shn3 3'UTR firefly luciferase, 24 h; inhibition, % at 12.5 µM; hit rate 0.52% among 360,000; AID 588674;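 active = mean inhibition of at least 75% with every replicate also reaching 75%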;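 note: 0% = median of neutral control wells and 100% = pilot-screen positive control compound; some compounds past the cut are filed as inactive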
TROY signal inh: blocks TROY-dependent signaling in reporter cells. Q293 LMP1-TROYcd NF-kB luciferase reporter, 4 h. inhibition, % at 10 µM. hit rate 0.98% among 360,000;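 active = compounds whose plate-normalised and pattern-corrected inhibition of the luciferase reporter signal at the single screening dose is 50% or more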
TWEAK-Fn14 inh: TWEAK-Fn14 signaling inhibition | hit rate 2% among 360,000 | TWEAK-stimulated Fn14 reporter cells, luciferase luminescence, 8 h | inhibition, % at 10 µM; in the data active = inhibition above about 50%
TRAIL sens C8: sensitizes caspase-8 expressing cells to TRAIL. NB7+C8 cells + TRAIL, ATPlite viability luminescence. inhibition (viability loss, TRAIL sensitization), % at 10 µM. hit rate 1% among 360,000. AID 624354;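 active = compounds causing at least 50% loss of cell viability in the single-dose screen, relative to plate controls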
Numbers without * were called inactive; . = no result given. The list is partial; rates above refer to the full screens.

SMILES	KKLEB cytotox	NCOA1 inh	CF NFkB inh	NCOA3 inh	NR5A2 inv ag	COUP-TFII inh	EBV LMP1 NFkB	Shn3 3UTR inh	TROY signal inh	TWEAK-Fn14 inh	TRAIL sens C8
CC(C)CN1CCN(Cc2cccn2-c2ccc(Cl)cn2)CC1CCO (stereo not drawn)	0	-18	-1	4	8	1	4	-17	3	18	3
CC(C)(OC(=O)c1ccc(F)cc1)c1cc2ccccc2c(=O)o1	12	-11	-8	-3	-5	-7	-13	38	-2	0	5
COc1ccc(OC)c2[nH]c(C(=O)N/N=C/c3ccccc3O)cc12	-20	10	-2	34	21	-1	23	93*	8	14	30
COc1ccccc1C(=O)N1N=C(c2ccc(NS(C)(=O)=O)cc2)CC1c1cccs1 (stereo not drawn)	18	-11	6	-10	9	-17	-4	-23	-1	5	15
O=C(c1cccc(S(=O)(=O)N2CCc3ccccc32)c1)N1CCc2ccccc2C1	-6	1	-2	-8	1	17	-4	23	18	13	7
CCOc1ccc2[nH]c(=O)c(CN(CCO)C(=O)c3ccccc3F)cc2c1	-2	3	-3	15	7	-15	0	-4	18	7	-2
O=C1CCc2cc(S(=O)(=O)NC(C(=O)N3CCN(c4ccccn4)CC3)c3ccccc3)ccc2N1 (stereo not drawn)	3	5	4	11	-1	11	12	12	16	2	-5
O=[N+]([O-])c1ccc(N2CCN(S(=O)(=O)c3ccccc3[N+](=O)[O-])CC2)cc1NCc1cccnc1	-14	7	2	5	7	-6	6	1	5	-37	6
CCN(CC)CCC(=O)c1ccc(F)cc1	-7	-4	-2	16	-2	-22	0	5	-1	8	-4
O=C(C1CCCCC1)N(Cc1nc2sc3c(c2c(=O)[nH]1)CCCC3)Cc1cccs1	10	-6	-14	3	-2	6	-5	-6	21	6	7
CCOC(=O)CCCNC(=O)COC(=O)/C=C/c1ccc2c(c1)OCO2	-2	-4	-4	7	14	-7	-10	-5	-5	-7	-7
O=C(C1CC(=O)N(C2CCCCC2)C1)N1CCc2ccccc21 (stereo not drawn)	7	2	2	11	20	0	7	-3	4	-1	-2
COc1ccc(OC)c(-c2csc(NC(=O)c3ccc(F)cc3)n2)c1	-16	18	17	6	-4	13	-2	-3	14	13	14
CCCN1Cc2cccc(C(=O)Nc3cc(OC)cc(OC)c3)c2C1=O	11	4	-49	9	35	15	12	14	2	15	-7
CCc1ccc(CN(C)C(=O)CCc2nc3ccccc3n(-c3ccc(OC)cc3)c2=O)cc1	-8	-10	24	12	-14	11	17	27	54*	52*	7
CCOC(=O)C1=CN(CC)CCC1=O	18	-7	-24	5	-6	2	-4	-14	6	5	-8
COc1ccc(OC)c(S(=O)(=O)N2CCC(C(=O)NCc3ccccc3)CC2)c1	-6	-14	-13	5	-18	-11	-11	-9	-5	5	2
Cc1cccc(S(=O)(=O)NC(=O)C2(C)CCN2C(=O)Cc2cc(F)ccc2F)c1 (stereo not drawn)	-2	-15	2	4	18	4	.	-21	-18	0	-3
C=CCn1c(Cc2cccs2)nnc1SCC(=O)Nc1ccc(OC)cc1	6	18	-7	14	22	4	-4	-8	-17	7	2
O=S(=O)(NC(=S)Nc1ccccc1)c1ccc(F)cc1	0	-3	-15	9	3	4	5	-17	-7	-4	0
Cc1c(N=C2N=C(NC(=O)c3ccc(F)cc3)c3ccccc32)c(=O)n(-c2ccccc2)n1C	1	-9	-22	9	-4	14	-2	27	-16	47	7
CC1CCc2c(sc(NC(=O)COC(=O)c3ccc(NC(=O)CC#N)cc3)c2C#N)C1 (stereo not drawn)	-20	-18	9	-34	-1	16	-9	-12	2	-6	-2
COc1c(C)cc(Br)cc1C(=O)Nc1ccc(N2CCN(S(C)(=O)=O)CC2)cc1	11	5	12	12	-7	1	9	1	6	7	-24
CCn1c(SCC(=O)Nc2ccc(N(C)C)cc2)nnc1-c1cccc(C)c1	-5	4	2	0	2	-9	-7	-9	-2	-15	-3
Cc1cccc(C)c1NC(=O)CN1C(=O)S/C(=C\c2cccn2-c2cccc(C(=O)O)c2)C1=O	5	-10	2	19	1	13	9	0	-17	-4	-1

13 successive compounds out of the list so far:
SMILES	KKLEB cytotox	NCOA1 inh	CF NFkB inh	NCOA3 inh	NR5A2 inv ag	COUP-TFII inh	EBV LMP1 NFkB	Shn3 3UTR inh	TROY signal inh	TWEAK-Fn14 inh	TRAIL sens C8
CC(C)CN1CCN(Cc2cccn2-c2ccc(Cl)cn2)CC1CCO (stereo not drawn)	0	-18	-1	4	8	1	4	-17	3	18	3
CC(C)(OC(=O)c1ccc(F)cc1)c1cc2ccccc2c(=O)o1	12	-11	-8	-3	-5	-7	-13	38	-2	0	5
COc1ccc(OC)c2[nH]c(C(=O)N/N=C/c3ccccc3O)cc12	-20	10	-2	34	21	-1	23	93*	8	14	30
COc1ccccc1C(=O)N1N=C(c2ccc(NS(C)(=O)=O)cc2)CC1c1cccs1 (stereo not drawn)	18	-11	6	-10	9	-17	-4	-23	-1	5	15
O=C(c1cccc(S(=O)(=O)N2CCc3ccccc32)c1)N1CCc2ccccc2C1	-6	1	-2	-8	1	17	-4	23	18	13	7
CCOc1ccc2[nH]c(=O)c(CN(CCO)C(=O)c3ccccc3F)cc2c1	-2	3	-3	15	7	-15	0	-4	18	7	-2
O=C1CCc2cc(S(=O)(=O)NC(C(=O)N3CCN(c4ccccn4)CC3)c3ccccc3)ccc2N1 (stereo not drawn)	3	5	4	11	-1	11	12	12	16	2	-5
O=[N+]([O-])c1ccc(N2CCN(S(=O)(=O)c3ccccc3[N+](=O)[O-])CC2)cc1NCc1cccnc1	-14	7	2	5	7	-6	6	1	5	-37	6
CCN(CC)CCC(=O)c1ccc(F)cc1	-7	-4	-2	16	-2	-22	0	5	-1	8	-4
O=C(C1CCCCC1)N(Cc1nc2sc3c(c2c(=O)[nH]1)CCCC3)Cc1cccs1	10	-6	-14	3	-2	6	-5	-6	21	6	7
CCOC(=O)CCCNC(=O)COC(=O)/C=C/c1ccc2c(c1)OCO2	-2	-4	-4	7	14	-7	-10	-5	-5	-7	-7
O=C(C1CC(=O)N(C2CCCCC2)C1)N1CCc2ccccc21 (stereo not drawn)	7	2	2	11	20	0	7	-3	4	-1	-2
COc1ccc(OC)c(-c2csc(NC(=O)c3ccc(F)cc3)n2)c1	-16	18	17	6	-4	13	-2	-3	14	13	14

(cont.)
SMILES	KKLEB cytotox	NCOA1 inh	CF NFkB inh	NCOA3 inh	NR5A2 inv ag	COUP-TFII inh	EBV LMP1 NFkB	Shn3 3UTR inh	TROY signal inh	TWEAK-Fn14 inh	TRAIL sens C8
N=C(N)SCCN	-4	-4	1	0	-25	9	-2	-7	0	11	-9
COC(=O)c1ccc(C2C(Oc3ccc(OC)cc3)C(=O)N2CCc2ccc(OC)c(OC)c2)cc1 (stereo not drawn)	8	7	-13	11	0	8	10	-4	-3	-10	11
COCCCNC(=O)C(=O)Nc1ccc2c(c1)N(S(=O)(=O)c1cccs1)CCC2	-31	-15	48	4	11	-46	-2	23	14	7	21
CN(Cc1ccccc1)C(=O)COC(=O)c1cncc(Br)c1	4	4	10	9	-16	15	0	-3	-5	4	2
CC(C)C[C@H](NC(=O)Nc1cccc(Cl)c1)C(=O)O	-3	-21	6	-21	0	-7	-2	-2	-18	-4	-2
O=C(O)c1ccc(/C=N/NC(=O)c2ccc(NS(=O)(=O)c3cccs3)cc2)cc1	6	17	31	9	-5	-2	6	-22	15	9	-11
CCN(CC)C(=O)c1nc[nH]c1C(=O)N1CCc2ccccc2C1	2	7	-12	12	3	-10	2	-6	-16	-5	-17
C#CCOCCOCCOCCNc1nc(N2CCN(C(=O)CCCCCCCCCCNC(=O)Cn3cc(C[C@@H](C)O)nn3)CC2)nc(N2CCN(C(=O)CCCCCCCCCCNC(=O)[C@@H](CCSC)n3cc(CCO)nn3)CC2)n1	-10	-17	15	-10	-33	.	-21	10	-39	60*	23
COc1c(Cl)ccc(Cl)c1C(=O)NC(=O)Nc1nc(C)cc(C)n1	39	7	-80	12	-16	-1	6	12	12	13	1
COCCN(C(=O)CCC(=O)Nc1cc(C)on1)C(C(=O)NC(C)(C)C)c1cccc(OC)c1OC (stereo not drawn)	0	20	18	6	12	3	5	-1	21	-11	-9
CCc1cccc(NC(=O)Cc2cn(C)c3ccccc23)c1	3	-2	-2	-5	-12	1	-2	-1	-15	-19	-13
CCN1C(=O)[C@@H]2Cc3c([nH]c4ccccc34)C(c3ccc(OC)cc3)N2C1=S (stereo partly drawn)	10	-54	-77	-94	-4	.	9	18	-9	-24	2
COc1ccc(S(=O)(=O)NCCc2ccncc2)cc1	-4	8	12	14	-4	2	1	-67	-7	-3	-17
Clc1ccc(-c2cn3cc(Cl)ccc3n2)cc1	-16	-73	-28	-63	-132	-34	-56	-17	33	75*	41
COc1ccc(OC)c(N(CC(=O)N2CCN(c3cc(Cl)ccc3C)CC2)S(C)(=O)=O)c1	-4	10	-6	10	-2	-3	10	18	0	9	-7
Cc1nc(-c2ccc(NC(=O)c3ccccc3Br)cc2)cs1	9	-88	-12	-63	-102	-49	-23	-93	-53	-25	10
COc1cc2ncnc(NCCc3ccccc3)c2cc1OC	6	2	-35	13	20	2	21	58	17	-3	-2
CCOC(=O)c1ccc(NC(=S)Nc2ccc(Cl)cn2)cc1	3	3	5	13	-1	10	-13	-70	-18	-30	-3
CCOC(=O)c1c(NC(=O)COC(=O)c2nc(Cl)ccc2Cl)sc(C(=O)NC)c1C	-6	-96	1	-21	-2	2	1	9	11	3	-22
NC(=O)c1ccc(NC(=O)CN2CCOCC2)cc1	3	10	13	14	11	-26	0	-6	10	-1	-5
S=c1[nH]nc(-c2ccc3ccccc3n2)n1-c1ccc(Cl)cc1	10	-11	-14	24	-13	16	-10	-8	-11	-32	-7
O=C(O)CSc1nnnn1C1CCCCC1	-5	-6	5	17	-2	6	-3	-7	-8	-3	1
